Bioassay records deposited in PubChem by The Scripps Research Institute Molecular Screening Center.
CHRM1 antagonist: blocks human M1 muscarinic receptor. P11229. CHO-K1 hM1, Fluo-8 calcium fluorescence, ACh EC80 antagonist. inhibition, % at 3 µM. hit rate 1.3% among 360,000;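 active = percent inhibition above its own plate's cutoff, namely the mean of that plate's compound wells plus 3 SD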;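 note: peak over basal fluorescence ratio during 140 s after agonist addition; 0% = ACh EC80 plus DMSO and 100% = DMSO alone without agonist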
Target sequence (P11229 whole entry, looked up): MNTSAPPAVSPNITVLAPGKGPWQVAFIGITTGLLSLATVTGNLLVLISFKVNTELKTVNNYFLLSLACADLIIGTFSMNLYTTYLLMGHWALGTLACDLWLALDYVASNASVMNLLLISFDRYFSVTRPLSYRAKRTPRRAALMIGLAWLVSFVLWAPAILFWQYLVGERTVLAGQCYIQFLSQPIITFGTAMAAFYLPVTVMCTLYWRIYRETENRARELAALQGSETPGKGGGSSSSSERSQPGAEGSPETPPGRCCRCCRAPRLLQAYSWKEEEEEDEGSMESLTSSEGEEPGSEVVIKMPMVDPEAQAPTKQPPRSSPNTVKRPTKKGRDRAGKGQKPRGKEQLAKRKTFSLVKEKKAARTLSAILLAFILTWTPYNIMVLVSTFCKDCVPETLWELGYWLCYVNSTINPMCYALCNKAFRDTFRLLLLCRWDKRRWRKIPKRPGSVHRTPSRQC
CHO parental Ca: counter-screen: ATP calcium response change in parental CHO cells; AID 463079; inhibition, % at 5.6 µM; parental CHO-K1, ATP-induced calcium, Fluo-8 fluorescence; hit rate 0.63% among 330,000;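 active = inhibition above that plate's mean sample inhibition plus 3 SD, cut at about 26% in these data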;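 note: 0% = ATP-challenged DMSO wells and 100% = DMSO wells without ATP; some compounds past the cut are filed as inactive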
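Assay system: untransfected parental CHO cell line. Also added: ATP agonist challenge. Dosing: one dose, 5.6 µM nominal. Measured by: Fluo-8 fluorescence. Read-out: % inhibition. Benchmarks: ATP wells versus no-ATP DMSO wells. Repeats: no replicates.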
CHO-K1 Ca antag: nonselective inhibitor or artifact in parental CHO-K1 cells | hit rate 0.6% among 360,000 | inhibition, % at 3 µM | ATP-induced calcium, Fluo-8 fluorescence;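 active = inhibition above a per-plate cutoff, the plate's mean sample inhibition plus 3 SD, cut at about 24% in these data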;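 note: 0% = DMSO plus EC80 ATP and 100% = DMSO alone without ATP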
OXTR potentiator: human OXTR potentiation; activation, % at 3 µM; P30559; CHO-OTR cells, Fluo-8 calcium fluorescence, potentiator mode; 0% = oxytocin EC15, 100% = EC100; hit rate 0.061% among 320,000;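 active = activation above that plate's cutoff, the mean activation of tested compounds plus 3 SD, cut at about 6.6% in these data, passing the limit was not always enough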;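 note: 100% uses oxytocin at 75 nM as the full agonist control; some results filed as inactive read as strong as hits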
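Assay system: CHO-OTR cells, human receptor / Also added: oxytocin at about EC15, sub-maximal agonist stimulus / Dosing: single dose, 3.0 µM nominal final compound concentration / Incubation: 6 min pre-incubation, 100 s read / Technique: Fluo-8 calcium dye fluorescence / Read-out: % activation vs EC15 and EC100 oxytocin / Benchmarks: EC15 oxytocin low, 75 nM oxytocin high / Replicates: singlicate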
M1 ag parental: M1 agonist counterscreen hit in parental CHO-K1 cells | activation, % at 3 µM | Fluo-8 calcium fluorescence; scaled to maximal ATP response, vehicle zero | AID 602248 | hit rate 0.48% among 360,000; in the data active = activation above about 15%;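 note: untransfected CHO-K1 host cells lacking M1 receptor as counterscreen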
TAAR1 antag: antagonists of human TAAR1; Q96RJ0; inhibition, % at 3 µM; CHO RD-HGA16 TAAR1, Fluo-8 calcium fluorescence, antagonist; hit rate 1.5% among 360,000;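 active = inhibition above a per-plate cutoff, the mean inhibition of test compounds on that plate plus 3 SD, cut at about 49% in these data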;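 note: 0% = DMSO plus EC80 beta-PEA response and 100% = DMSO alone without agonist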
Target sequence (Q96RJ0 whole entry, looked up): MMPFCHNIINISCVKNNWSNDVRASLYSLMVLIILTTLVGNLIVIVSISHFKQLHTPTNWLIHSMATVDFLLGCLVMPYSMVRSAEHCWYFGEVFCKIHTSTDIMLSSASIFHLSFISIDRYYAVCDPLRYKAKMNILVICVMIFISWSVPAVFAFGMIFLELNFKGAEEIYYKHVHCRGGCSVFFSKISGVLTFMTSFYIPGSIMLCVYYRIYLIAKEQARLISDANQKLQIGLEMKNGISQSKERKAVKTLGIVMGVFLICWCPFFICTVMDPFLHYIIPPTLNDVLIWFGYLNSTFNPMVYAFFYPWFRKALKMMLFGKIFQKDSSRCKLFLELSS
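System: CHO RD-HGA16 cells bearing hTAAR1. Reagent: EC80 β-phenethylamine stimulus. Schedule: seeding 17-24 h prior, 75-min 37 °C, 30-min RT dye loading. Signal: Fluo-8 intracellular calcium dye fluorescence, real-time kinetic reads. Read-out: % inhibition from peak post-agonist over basal fluorescence ratio. Benchmarks: vehicle wells and EC80 agonist wells. Replicates: n of 1.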
M1 PAM parental: M1 PAM counterscreen hit in parental CHO-K1 cells | ATP EC20, Fluo-8 calcium fluorescence; 0% at ATP EC20, 100% at ATP max | activation, % at 3 µM | hit rate 0.02% among 360,000 | AID 602247;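 active = activation above the run cutoff, the mean activation of all test compounds plus 3 SD, cut at about 40% in these data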;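 note: peak over basal fluorescence ratio in a 140 s read after ATP addition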
M1 ag: human M1 muscarinic receptor agonism; CHO-K1 hM1, Fluo-8 calcium fluorescence, agonist mode; 0% DMSO, 100% acetylcholine EC100; activation, % at 3 µM; hit rate 0.33% among 360,000; AID 588814;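 active = activation above the run's mean compound activation plus 3 SD, cut at about 16% in these data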;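 note: peak over basal fluorescence ratio within a 140 s kinetic read after compound addition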
TAAR1 ag: agonists of human TAAR1. CHO RD-HGA16 TAAR1, Fluo-8 calcium fluorescence; vehicle wells 0%, saturating PEA agonist 100%. Q96RJ0. activation, % at 3 µM. hit rate 0.99% among 360,000;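 active = activation above the mean activation of all test compounds in the run plus 3 SD, cut at about 38% in these data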
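Test system: RD-HGA16 (CHO) cells co-expressing Gα16 and hTAAR1 / Benchmarks: DMSO vehicle as 0%, PEA at EC100 as 100% / Repeats: no replicates (n 1) / Measure: % activation from peak over basal fluorescence ratio, DMSO-to-PEA scaled / Timing: 17-24 h plating, Fluo-8 75 min 37 °C, 30 min RT / Technique: kinetic Fluo-8 calcium fluorescence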
Active calls of the source: *; . = no result given.

SMILES	CHRM1 antagonist	CHO parental Ca	CHO-K1 Ca antag	OXTR potentiator	M1 ag parental	TAAR1 antag	M1 PAM parental	M1 ag	TAAR1 ag
O=C1C(c2ccccc2)=[N+]([O-])c2ccccc21	16	-6	-8	-19	9.1	26	-11	10	30
CCCC(=O)N/C(N)=N/c1nc(C)c2cc(C)ccc2n1	-8	-18	-7	-9	0.6	-5	14	-7	17
Cc1ccccc1NC(=O)c1cnc2ccccn2c1=O	-4	5	-20	-5	0.8	18	6	0	2
CN(C)C(=O)CSc1n[nH]c(=O)[nH]c1=O	-4	-18	0	3	-0.5	-17	7	-5	3
CCOc1cc2[nH]c(=S)n(CCCC(=O)NCc3ccccn3)c(=O)c2cc1OCC	-3	-19	4	-5	0.0	-23	6	-6	0
O=C(Nc1nc(-c2ccc(S(=O)(=O)N3CCCC3)cc2)cs1)c1ccco1	15	-10	-7	-9	3.4	28	13	0	16
COc1ccc(C(=O)c2ccc3oc(-c4ccc(OC)cc4)c(-c4ccc(O)cc4)c3c2)cc1	3	11	-13	-9	0.4	3	-6	-1	2
CCS(=O)(=O)n1nc(-c2ccc(OC)cc2)nc1SC	-16	-9	1	3	0.2	4	10	-4	1
FC(F)(F)c1cc(Oc2ccccc2)ncc1-c1nnc(-c2ccccc2Cl)o1	-3	-10	-6	-8	0.3	0	15	-1	12
Cc1ccc(C(=O)OCC(=O)NCC2COc3ccccc3O2)cc1 (stereo not given)	-13	-14	-17	-4	-0.3	-27	7	-6	-2
Cn1cnnc1SCC(=O)c1ccc(O)c(O)c1	-16	12	-9	3	0.4	-1	10	-4	5
O=C(CCCNS(=O)(=O)c1cccs1)N1CCN(c2ccc(F)cc2)CC1	-7	-27	8	-15	0.8	0	-2	-4	5
O=C(OCc1ccccc1)N1CCC2CC1c1cc(N3CCN(S(=O)(=O)c4cc(Cl)cc(Cl)c4)CC3)ccc12 (stereo not given)	-24	.	0	.	-0.1	1	8	-1	1
COc1ccc(C)cc1N(C(=O)c1ccc(C#N)cc1)C1=NC(C)(C)CS1	-2	-18	-4	-1	1.0	-11	13	-9	1
CSc1ccc(C2N=C(c3ccccc3)NO2)cc1 (stereo not given)	-12	-8	-9	-5	-0.3	.	-16	-5	.
Cc1cc(C(=O)NCC(=O)Nc2ccc(F)c(F)c2)c(C)o1	-12	-10	-3	3	0.7	2	-3	0	0
CN(C)c1ccc(C(CNC(=O)c2ccc(F)cc2)c2c[nH]c3ccccc23)cc1 (stereo not given)	-6	-20	-8	-5	0.3	3	11	-9	-1
COc1ccc(NC(=S)Nc2cccnc2)c(OC)c1	-12	8	-16	1	-0.1	1	16	-5	1
Oc1ccc(COCc2ccccc2)c2cccnc12	-22	-21	-6	-10	0.1	-7	13	-3	10
CCCN(Cc1ccc(N(CC)CC)cc1)CC1CC1	52*	-12	3	-8	0.4	-2	-9	-15	7
NNC(=O)c1ccc(CN2CCCCC2)o1	-6	-6	-8	-10	0.1	2	4	12	-1
CC(=O)Nc1ccc(N/C=C/C(=O)c2ccc(C)o2)cc1	-13	-24	-30	4	1.0	6	-4	-1	8
CN(CC(=O)NCCc1ccc(S(N)(=O)=O)cc1)CC(=O)Nc1ccc(Cl)c(C(F)(F)F)c1	8	.	3	.	-0.3	-7	-5	-6	21
CC(=O)Nc1ccc(S(=O)(=O)NNC(=O)c2cccc(Br)c2)cc1	10	-10	11	-8	0.2	-3	-14	-7	1
O=C(c1cc([N+](=O)[O-])ccc1Cl)N1CCN(c2ccccc2)CC1	-7	0	-3	-8	0.6	-10	-5	-1	1
Cc1ccc(NC(=O)N2CCCC2C(=O)NCCC2=CCCCC2)cc1 (stereo not given)	-4	-6	1	6	-0.5	-13	5	-5	7
Cc1occc1C(=O)N1CCN(c2ccc(Cl)cc2)CC1	6	-15	-3	-15	2.6	-6	-10	3	1
CCC(CC)C(=O)Nc1cccc(C(=O)NCCc2ccc(S(N)(=O)=O)cc2)c1	1	-9	-16	3	0.1	-2	5	-2	8
CC(C)Cc1nnc(NC(=O)CN2C(=O)NC3(CC(C)CC(C)(C)C3)C2=O)s1 (stereo not given)	-12	-11	0	-11	0.6	-4	7	-2	0
NS(=O)(=O)c1cccc(NC(=O)CSc2nnc(C3CC3)n2Cc2ccccc2)c1	-12	7	-3	-1	0.4	-15	17	-3	2
O=C(CN1CCN(C(=O)c2ccccc2F)CC1)Nc1ccc(Br)cc1	1	-7	2	-18	2.3	3	5	-1	5
O=C(CSc1nnc(NC(=O)C2CC2)s1)NCc1ccccc1Cl	4	-8	3	-9	0.1	-6	-18	-5	-1
Cc1ccc(NCc2nnc(SCC(=O)c3ccc4c(c3)OCCO4)o2)c(C)c1	-32	-6	8	-2	0.1	12	-3	4	8
O=C(NC(=S)N1CCN(c2ccccc2)CC1)c1ccco1	-5	-15	-8	-7	0.1	-12	-2	-4	0
CCOC(=O)c1c(NC(=O)CSc2nnc(-c3cccnc3)n2Cc2ccco2)sc(C)c1C	-8	-30	-5	-1	-0.5	-19	9	-6	0
COc1cccc(CN(C)CC(=O)Nc2sc3c(c2C#N)CCC3)c1OC	-9	2	-14	-13	4.9	-21	23	-3	3
COc1ccc(OCC(=O)Nc2ccc(S(=O)(=O)N3CCN(C)CC3)cc2)cc1	2	-1	0	-5	0.8	9	7	-9	1
Cc1ccc2nsnc2c1S(=O)(=O)Nc1cccc2nsnc12	4	-20	8	-3	-0.6	2	0	-5	6
COc1ccc(Cl)cc1S(=O)(=O)N(C)CC(=O)N1CCOCC1	-3	-5	-8	-1	-0.3	3	6	-1	1
Cn1c(=O)c2c(SCC(=O)N3CCCC3)nc(CC(C)(C)C)nc2n(C)c1=O	-14	-6	-8	2	0.6	4	0	-4	1
O=C(NC(=S)N1CCCC(C(F)(F)F)C1)c1ccc(F)cc1 (stereo not given)	-1	-4	-12	-5	0.6	0	0	-4	4
Nc1nc(-c2ccc(Cl)cc2Cl)cn1N	0	-2	-10	-16	0.3	-2	21	-3	7
Cc1ccc(Cl)c(OCC(=O)NN2CCN(C)CC2)c1	-16	-14	-17	0	0.3	11	11	-4	1
COc1ccc(N2CCOCC2)c(NC(=O)c2cccc3ccccc23)c1	12	-15	-2	1	2.7	32	-7	0	12
COc1ccc2nc(SCC(=O)Nc3ccccc3)[nH]c2c1	1	0	1	-1	0.9	2	-8	-3	3
CC(NC(=O)c1cc(-c2ccccc2)on1)c1ccccc1 (stereo not given)	10	3	-12	-10	2.2	40	16	-7	52*
Clc1ccc(Cn2ccc3ccccc32)cn1	-18	-17	-6	-9	1.3	-10	17	-5	2
Cc1cc(Br)cc(C)c1NC(=O)c1ccc(C#N)cc1F	-6	-6	-11	-9	1.9	-28	-6	-7	5
COc1ccc(OCC(O)CNC(=O)c2ccccc2C(=O)O)cc1 (stereo not given)	-3	-11	-1	-19	0.2	-2	11	-4	10
CCc1nnc(SCC(=O)Nc2ccc3c(c2)OCO3)n1CC	-4	-16	8	-2	0.4	-4	15	-4	1
Cc1ccc(S(=O)(=O)N[C@H](C(=O)N2CCC(C(=O)N[C@@H](CC(=O)O)C(=O)O)CC2)C(C)C)cc1	-6	-16	15	0	-0.3	-25	-17	-3	1
CC(C)c1ccc(NC(=O)CSc2nc3ccccc3nc2N2CCCC2)cc1	-9	-16	-14	-6	1.0	-27	33	-3	0
c1ccc(C2=Nn3c(nnc3-c3ccccn3)SC2)cc1	-4	-6	-5	-16	0.3	11	12	-3	15
CCn1cc(S(=O)(=O)CC(=O)N2CCc3ccccc32)c2ccccc21	3	-14	-1	-5	4.5	-24	16	-1	3
CC1CCCC(C)N1C(=O)C1CCCCC1 (stereo not given)	-3	-1	1	-1	0.0	-10	17	-8	1
COc1ccc(CNC(=O)C2CCCN(S(=O)(=O)c3c(C)nn(C)c3C)C2)cc1 (stereo not given)	6	-10	-4	-5	0.5	-13	-5	-7	2
Cc1nnc(N2C(=O)C(=O)/C(=C(/O)c3ccc4c(c3)OCCO4)C2c2ccc([N+](=O)[O-])cc2)s1 (stereo not given)	-4	-3	-12	-1	-0.1	-15	12	-2	5
Cc1nn2c(NCc3ccccn3)c3c(nc2c1-c1ccccc1)CCC3	-1	-1	-6	-6	1.0	-16	9	-8	-1
O=C(NC1CCCCC1)c1ccc(-n2cnnn2)cc1	-11	12	-8	-3	0.7	-11	13	-3	5
COC(=O)c1ccccc1NC(=O)CSc1ccccc1	-12	-23	-9	-5	0.6	-7	24	-3	-1

Next results.
SMILES	CHRM1 antagonist	CHO parental Ca	CHO-K1 Ca antag	OXTR potentiator	M1 ag parental	TAAR1 antag	M1 PAM parental	M1 ag	TAAR1 ag
CCOc1cc(C2NN=C(c3ccc(C)cc3)S2)ccc1O (stereo not given)	9	7	-5	-8	0.1	5	-3	-3	-1
O=C(Nc1cccnc1)c1cc(S(=O)(=O)N2CCOCC2)ccc1Br	-16	-2	-2	-11	0.9	-14	6	-1	2
S=C1NCCC12C(=S)Nc1ccccc12 (stereo not given)	-15	-8	4	0	0.5	10	-1	-2	1
Cc1ccc(C(=O)N/C(=C/c2ccc(-c3ccc(Br)cc3)o2)C(=O)NC2CCS(=O)(=O)C2)cc1 (stereo not given)	-1	-15	2	-10	0.8	8	16	-5	1
CN1CCc2c(n(CC(O)CN3CCN(CCO)CC3)c3ccccc23)C1=O (stereo not given)	-3	8	-13	-5	0.9	5	24	-5	3
Cc1cc(C)c2nc(SCC(=O)Nc3ccc(S(=O)(=O)N4CCCC4)cc3)c(C)cc2c1	-4	-14	-13	-17	1.3	3	21	-5	5
COc1ccc(CCn2c(=N)c(C(=O)NC3CCCC3)cc3c(=O)n4cccc(C)c4nc32)cc1	2	-16	-16	-8	3.0	10	0	-4	5
Cc1ccccc1OCC(=O)N(Cc1cccc(F)c1)C1CCS(=O)(=O)C1 (stereo not given)	-10	-10	-16	-7	2.0	-8	8	0	2

Quoted from the listing:
M1 ag result of Cc1ccccc1OCC(=O)N(Cc1cccc(F)c1)C1CCS(=O)(=O)C1 (stereo not given) reads 0
OXTR potentiator result of COc1ccc(CCn2c(=N)c(C(=O)NC3CCCC3)cc3c(=O)n4cccc(C)c4nc32)cc1 reads -8
M1 PAM parental result of CN1CCc2c(n(CC(O)CN3CCN(CCO)CC3)c3ccccc23)C1=O (stereo not given) reads 24
